Bioassay records as filed in PubChem BioAssay.
p53 reactivator = mutant p53 re-activation in reporter cells. H1299 p53-A138V BP100-luciferase reporter, luminescence, 24 h. Potency, µM (highest dose often 92.2 µM), for the others: at the top dose activity change, positive = activation, actives largely listed as activators. hit rate 0.063% among 320,000; further: % of control where 0% means no effect; nearly all actives have a fitted effect of over 45% in size
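p53-null H1299 cells stably carrying temperature-sensitive p53-A138V and a BP100-luciferase reporter were pinned with compounds (4-point, 1:5 series) and held 24 hrs at 37 deg C. Luminescence was read 10 min after detection reagent.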
FLuc modulator = firefly luciferase modulation, counter-screen for miR-21 project; purified FLuc, Km substrates, luminescence inhibition; AID 588342; hit rate 6.9% among 360,000; Potency, µM (titrated, usually from 57.5 µM), inactives show top-dose activity change, negative = inhibition, hits mostly inhibitors; P08659;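 further: plate controls were vehicle for no effect and reference inhibitor for full effect; nearly all actives have a fitted effect of over 55% in size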
Target sequence (P08659 whole entry, looked up): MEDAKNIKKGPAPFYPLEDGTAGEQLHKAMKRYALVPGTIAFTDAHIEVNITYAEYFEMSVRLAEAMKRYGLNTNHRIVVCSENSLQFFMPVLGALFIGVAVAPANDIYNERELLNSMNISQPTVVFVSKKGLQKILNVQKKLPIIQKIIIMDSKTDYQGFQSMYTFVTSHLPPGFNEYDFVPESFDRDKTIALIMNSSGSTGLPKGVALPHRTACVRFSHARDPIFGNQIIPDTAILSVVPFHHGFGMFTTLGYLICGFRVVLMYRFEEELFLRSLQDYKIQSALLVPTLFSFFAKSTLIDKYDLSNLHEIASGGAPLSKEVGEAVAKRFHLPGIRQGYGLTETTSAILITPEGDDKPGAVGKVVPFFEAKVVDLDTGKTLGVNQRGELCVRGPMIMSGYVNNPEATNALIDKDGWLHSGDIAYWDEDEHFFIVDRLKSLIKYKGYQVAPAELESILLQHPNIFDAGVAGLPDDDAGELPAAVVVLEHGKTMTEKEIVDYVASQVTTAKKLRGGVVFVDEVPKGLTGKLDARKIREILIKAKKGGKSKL
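Biochemical qHTS of compounds, final roughly 60 µM downward over six points, against 10 nM purified firefly luciferase using Km concentrations of substrates (10 uM D-luciferin, 10 uM ATP) in Tris acetate pH 7.5 buffer; luminescence output.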
MBNL1 CUG block = MBNL1-poly(CUG) RNA binding inhibition; Q9NR56; TR-FRET MBNL1-His/biotin-(CUG)12 binding, 665/545 ratio; Potency, µM (titrated, usually from 57.5 µM), for the others: at the top dose activity change, negative = inhibition, most hits filed as inhibitors; hit rate 0.036% among 280,000; AID 2675; active means well fitted inhibition curve with a large enough effect in the signal ratio, with a control signal flat, not every such curve was filed as active; inconclusive means small, poorly fitted or top-dose-only effect, or effect the other way, or a change in a side signal; inactive means no such curve, though single readings can be large or run the other way; the % refers to the signal ratio; further: on the % scale 0 is the no-effect control and ±100 the full control effect
Target sequence (Q9NR56 whole entry, looked up): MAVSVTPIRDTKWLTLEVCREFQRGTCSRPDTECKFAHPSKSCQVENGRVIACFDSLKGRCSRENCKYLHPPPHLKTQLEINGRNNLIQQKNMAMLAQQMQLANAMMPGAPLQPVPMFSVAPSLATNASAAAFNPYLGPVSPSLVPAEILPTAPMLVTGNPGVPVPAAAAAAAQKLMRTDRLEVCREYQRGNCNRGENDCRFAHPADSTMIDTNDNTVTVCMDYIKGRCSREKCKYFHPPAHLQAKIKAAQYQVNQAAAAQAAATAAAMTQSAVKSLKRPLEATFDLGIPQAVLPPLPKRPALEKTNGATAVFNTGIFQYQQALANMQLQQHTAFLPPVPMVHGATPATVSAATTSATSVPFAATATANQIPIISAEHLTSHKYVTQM
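Compound titration spanned 92 nM–58 uM against the MBNL1-His/biotin-(CUG)12 complex. After 60 min at room temperature with 5 nM streptavidin-XL665 and 0.055 ng/ul terbium anti-His, ratiometric 665/545 nm emission (Ex 340 nm) normalized to controls.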
BRCA1 expr act = BRCA1 expression activation; MCF7-BRCA1-FFLuc reporter, luminescence, 48 h; response scale: scaled: vehicle 0%, 10 µM genistein 100%; Potency, µM (doses to about 46.1 µM), for the others: at the top dose activation, most hits filed as activators; AID 624202; hit rate 1.1% among 380,000; further: nearly all actives have a fitted effect of over 80% in size; some results filed as inactive show a strong effect at the top dose
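MCF7 cells carrying a BRCA1-firefly luciferase reporter (2000 cells/well, phenol-red free MEM) were attached for 2 h at 37 °C, then given compounds for 48 h. Luminescence was read 15 min after luciferase reagent; activity normalized to genistein (10 microM) and DMSO.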
Gal4-VP16 FLuc = Gal4-VP16 reporter inhibition counter-screen. Drosophila S2 Gal4-VP16 UAS-luciferase, luminescence, 20 h. Potency, µM (highest dose often 53.6 µM), without a hit: top-dose activity, negative = inhibition, usual class: inhibitors. hit rate 3.5% among 310,000. AID 2546;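 further: Gal4-VP16 expression switched on by copper sulfate through the metallothionein promoter; on the % scale 0 is the no-effect control and ±100 the full control effect; nearly all actives have a fitted effect of over 50% in size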
NPC1 promoter act = activators of NPC1 promoter. Huh7 NPC1 promoter luciferase reporter, 24 h. Potency, µM (highest dose often 9.22 µM), for inactives: top-dose activation, hits mostly activators. hit rate 2.4% among 320,000. AID 485313;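 further: % of control where 0% means no effect; nearly all actives have a fitted effect of over 60% in size; reporter is driven by a mutant NPC1 promoter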
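Quantitative HTS used a cell-based reporter: Huh7 cells stably bearing the NPC1 promoter upstream of luciferase were treated with compounds for 24 h, and promoter activation was read as luminescence.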
uPA generation = cell surface uPA generation inhibition | hit rate 0.31% among 330,000 | cell surface uPA generation assay, qHTS | AID 540303 | Potency, µM (series often up to 38.3 µM), inactives show at the highest dose activity change, negative = inhibition, actives largely listed as inhibitors; active means well fitted inhibition curve with a large enough effect; inconclusive means small, poorly fitted or top-dose-only effect; inactive means no such curve, though single readings can be large or run the other way; tested in mouse RAW 264.7 cells; further: on the % scale 0 is the no-effect control and ±100 the full control effect; nearly all actives have a fitted effect of over 55% in size
MLL CXXC-DNA inh = MLL CXXC-DNA interaction inhibition | Q03164 | MLL-CXXC / FITC-HOXA9 DNA fluorescence polarization | Potency, µM (top dose mostly 115 µM), inactives show top-dose activity change, negative = inhibition, most hits filed as inhibitors | hit rate 0.037% among 290,000; active means well fitted inhibition curve with a large enough effect in the polarisation, with a control signal flat, not every such curve was filed as active; inconclusive means small, poorly fitted or top-dose-only effect, or effect the other way, or a change in a side signal; inactive means no such curve, though single readings can be large or run the other way; the % refers to the polarisation
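Fluorescence polarization: 7 uM MLL-CXXC (stock) preincubated 5 min with compounds, then 50 nM fluorescein-HOX-A9 DNA (stock) added; 30 min ambient. Buffer 50 mM Tris-HCl pH 7.5, 50 mM NaCl, 1 mM DTT, 0.05% BSA.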
ELG1 genotox = induces genotoxicity in HEK293T cells with luciferase-tagged ELG1; hit rate 1.3% among 330,000; AID 504466; HEK293T ELG1-luciferase reporter, luminescence, 16 h; Potency, µM (top dose mostly 46 µM), for inactives: at the top dose activity change, positive = activation, hits mostly activators; further: % of control where 0% means no effect; nearly all actives have a fitted effect of over 60% in size
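Genotoxic stress is detected as increased luminescence from luciferase-tagged ELG1 in HEK293T cells, measured with ONE-Glo after a 16 hr treatment at 37 °C.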
RORgamma inh = inhibitors of mouse ROR gamma transcriptional activity; P51450; Drosophila S2 Gal4-RORgamma UAS-luciferase reporter, 20 h; Potency, µM (doses to about 53.6 µM), for the others: top-dose activity change, negative = inhibition, usual class: inhibitors; hit rate 5.4% among 310,000; further: on the % scale 0 is the no-effect control and ±100 the full control effect; nearly all actives have a fitted effect of over 60% in size
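Stably transfected Drosophila Schneider cells are the test system, with ROR gamma fused to Gal4 and luciferase under UAS control; luminescence is read after 20 hr of 700 uM copper sulfate induction at ambient temperature.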
Rab9 prom act = activates the Rab9 promoter; Huh7 Rab9 promoter-luciferase reporter, luminescence, 24 h; Potency, µM (top dose mostly 9.22 µM), without a hit: at the highest dose activation, negative = inhibition, usual class: activators; hit rate 2.8% among 320,000; AID 485297; further: % of control where 0% means no effect; nearly all actives have a fitted effect of over 60% in size
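Steps: seed 1500 Huh7 Rab9-luc cells per well, rest 2 h at 37 °C; add compound in DMSO; incubate 24 h; add luciferase reagent, 10 min ambient; read luminescence.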
Starred values were filed as active, the others as inactive; ? = inconclusive; · = not tested or not shown; [ ] = dose if it differs, or a comment. Unless noted, the call rests on the fitted dose curve; in most records, active means well fitted curve in the direction sought with a large enough effect; inconclusive means small, poorly fitted or top-dose-only effect, or another doubt; inactive means no such curve, though single readings can be large; an effect the other way counts as inactive or inconclusive. Potency means the concentration at half of the fitted maximal effect. Not all compounds are listed; the hit share may differ from the screen's.

structure	p53 reactivator	FLuc modulator	MBNL1 CUG block	BRCA1 expr act	Gal4-VP16 FLuc	NPC1 promoter act	uPA generation	MLL CXXC-DNA inh	ELG1 genotox	RORgamma inh	Rab9 prom act
O=C(OCC(=O)N1CCOCC1)c1ccc2[nH]c3c(c2c1)CCCC3	-1.5%	?	-11.8%	68.6%	-14.5%	-3.2%	1.9%	-8.7%	-0.4%	0.5%	2.8%
Cc1ccc2c(c1)CCCN2C(=O)c1cc2ccccc2oc1=O	-1.5%	4.3%	4.1%	-6.6%	2.1%	-2.6%	·	11.5%	3.1%	16.8%	8.7%
Cc1cccc(C(=O)NCCc2ccccc2)c1	?	10.7µM*	-6.8%	?	-21.5%	1.41µM*	2.2%	-4.1%	4.61µM*	-32.0%	1.26µM*
O=C(c1ccc(Cl)c(Cl)c1)N(Cc1ccco1)c1ccc(O)cc1	1.7%	0.3%	-10.1%	-43.8%	-14.2%	-3.5%	0.3%	0.4%	-10.1%	35.8%	-7.8%
COc1ccccc1NC(=O)Cn1cnc2sc(C(=O)Nc3cc(OC)c(OC)c(OC)c3)c(C)c2c1=O	-7.1%	-0.5%	8.6%	-52.4%	-3.9%	-0.2%	-5.2%	26.9%	-3.4%	-3.6%	1.8%
Cc1ccc(C)c(OCC(=O)Nc2ccc(S(=O)(=O)Nc3ccccn3)cc2)c1	-10.4%	0.0%	-14.9%	-24.9%	-4.8%	0.4%	-0.7%	11.1%	5.0%	31.0%	-0.6%
Cc1nn(C)cc1CNC(=O)c1ccccc1Br	6.9%	-0.5%	-0.5%	-1.7%	24.5%	-0.5%	·	-3.5%	-3.0%	4.9%	-4.7%
CCCNS(=O)(=O)c1ccc(OC)c(Cl)c1Cl	-1.0%	-0.5%	-3.1%	5.2%	11.9%	-1.7%	·	0.6%	-0.4%	-13.5%	1.9%
O=C(O)c1ccccc1C(=O)NNc1ccc(F)cc1F	9.8%	1.5%	·	15.1%	-11.5%	-5.1%	3.9%	-0.1%	7.7%	41.1%	2.8%
Cc1ccccc1C(=O)OC1OC(=O)C(Cl)=C1N1CCOCC1 (configuration not stated)	-1.5%	-1.6%	·	-25.0%	?	3.3%	-4.6%	21.4%	0.2%	-1.7%	-2.3%
COc1ccc(CN2C(=O)CN(C3CCCCCC3)C(=O)C2c2ccc(OC)c(OC)c2)cc1 (configuration not stated)	2.2%	-1.5%	-15.3%	-3.1%	-8.3%	3.3%	·	-3.1%	0.5%	13.0%	0.3%
Cn1c(=O)c2cc(S(=O)(=O)NC(C(=O)NCc3ccccn3)c3ccccc3)ccc2n(C)c1=O (configuration not stated)	1.0%	1.9%	5.2%	1.5%	-2.8%	1.0%	13.0%	-11.6%	-2.5%	-18.1%	-4.0%
COCCn1c(C)cc(C2=NNC(=Nc3ccccc3F)SC2)c1C	-10.0%	0.536µM*	4.1%	-30.8%	?	?	0.5%	2.2%	?	0.794µM*	0.4%
Cc1c(S(=O)(=O)Nc2cccc3ccccc23)c(=O)n(C)c(=O)n1C	-1.8%	-1.3%	·	-7.2%	·	-1.3%	-0.7%	·	0.8%	·	-3.7%
COc1cccc(NC(=O)CN(C)C(=O)c2ccc3c(c2)CC(c2ccccc2)OC3=O)c1 (configuration not stated)	6.1%	·	·	-44.5%	·	-1.9%	-10.6%	·	-6.9%	·	-2.0%
CCCN(CC(=O)Nc1ccccc1C)C(=O)CCN1C(=O)c2cccc([N+](=O)[O-])c2C1=O	1.1%	-1.9%	·	-5.7%	·	-2.5%	4.9%	·	-0.1%	·	-2.4%
CC(=O)N1CCN(c2nc(CC(C)C)c3c(c2C#N)CCC3)CC1	-6.5%	2.4%	0.5%	-34.8%	1.4%	-1.6%	-3.4%	14.6%	1.0%	11.7%	-4.8%
Cc1ccc(S(=O)(=O)Oc2ccccc2/C=C2\SC(=O)NC2=O)cc1	-0.7%	?	-1.7%	-5.7%	-8.3%	-3.6%	1.2%	17.6%	-9.3%	35.6%	-2.2%
CCC1CSC(Nc2ccc(C(=O)/C=C/c3cccc(C)c3)cc2)=N1 (configuration not stated)	?	?	·	-26.0%	?	-4.4%	?	-2.1%	13.3%	-5.6%[10 µM]	-2.8%
CCN(C(=O)COC(=O)c1cc(-c2ccccc2)nc2c1c(C)nn2-c1ccccc1)C1CCS(=O)(=O)C1 (configuration not stated)	-3.8%	0.0%	1.2%	-40.5%	-3.9%	-5.7%	-3.1%	9.1%	-3.1%	16.5%	1.6%
CC(Oc1ncnc2ccccc12)C(=O)Nc1cccc(S(=O)(=O)N2CCOCC2)c1 (configuration not stated)	1.8%	2.8%	-5.5%	-18.5%	-6.6%	0.1%	-0.7%	1.8%	-0.6%	36.9%	-4.1%
Cc1ccc2c(Cl)cc(Cl)c(OCC(=O)O)c2n1	-5.2%	-12.7%	1.0%	-10.3%	4.0%	-3.0%	-7.6%	4.8%	-2.6%	0.1%	-2.1%
Cc1cc(C(=O)Nc2ccc(OCc3ccccc3)cc2)c(C)o1	6.6%	16.9µM*	-9.8%	?	?	?	8.1%	-6.5%	?	?	?
CCCSc1nnc(NC(=O)Cc2ccc(OC)c(OC)c2)s1	-0.3%	-3.4%	-3.4%	-5.8%	4.0%	-1.9%	-13.9%	1.0%	-7.4%	-0.9%	-0.9%
COc1cccc(CNC(=O)CCNC(=O)c2ccc(Br)o2)c1	-5.4%	-1.0%	-1.6%	8.9%	-5.8%	-2.2%	-1.3%	10.1%	0.1%[9.26 µM]	1.2%	1.3%
COc1ccc(NC(=S)Nc2cccc3cnccc23)cc1	-1.2%	-16.7%	20.2%	-7.8%	1.2%	-2.6%	1.4%	11.6%	-5.3%	-31.9%	0.8%
O=C(O)c1ccc(CS(=O)c2cccc(C(F)(F)F)c2)o1 (configuration not stated)	-17.7%	2.0%	4.7%	1.9%	-0.8%	-19.9%	·	-2.2%	-1.2%	2.7%	-1.4%
CC(=O)Nc1ccc(N(C(=O)Cc2c[nH]c3ccccc23)C(C(=O)NC2CCCCC2)c2ccco2)cc1 (configuration not stated)	-7.4%	-0.7%	·	-53.8%	-12.9%	-2.3%	-3.3%	5.5%	-2.4%	-0.3%[10 µM]	-1.5%
CCc1cc(=O)n2[nH]c(C)c(-c3ccccc3OC)c2n1	-3.8%	1.3%	-8.4%	11.0%	-16.2%	-0.2%	13.9%	1.9%	-38.0%[inhibitor]	37.0%	-2.6%
O=C1c2ccccc2CN1CCSC(=S)N1CCSCC1	?	23.9µM*	-2.1%	·	-17.0%	?	·	1.5%	14.3%	8.1%	3.16µM*
S=C(Nc1ccccc1Cl)NC1CCC(NC(=S)Nc2ccccc2Cl)CC1 (configuration not stated)	1.7%	2.2%	4.2%	4.7%	0.4%	1.2%	5.5%	-9.6%	6.5%	-30.7%	-4.9%
CC(C)(C)C(=O)Nc1cc2c3c(c1)CCC(=O)N3CCC2	-2.5%	0.3%	1.3%	8.0%	-5.2%	-0.4%	12.3%	2.2%	4.5%	-8.6%	-1.8%
Cc1ccsc1CN(C)C(=O)c1cc(S(=O)(=O)N2CCOCC2)ccc1N1CCCC1	3.9%	2.0%	·	-7.0%	·	-4.1%	-0.7%	·	-1.2%	·	3.7%
COc1ccccc1N1CCN(C(=O)Nc2ccc(F)c(Cl)c2)CC1	-2.4%	-20.9%	-3.5%	38.4%	8.5%	2.3%	-3.6%	-1.8%	3.5%	?	3.6%
CCOc1cc(N2CCOCC2)c(OCC)cc1NC(=O)CN1CCCC1	-6.1%	-1.3%	-4.0%	49.8%	-1.6%	2.0%	-0.1%	-5.1%	2.2%	-1.5%	-3.0%

Two entries from above, reformatted:
Values run as follows: p53 reactivator | FLuc modulator | MBNL1 CUG block | BRCA1 expr act | Gal4-VP16 FLuc | NPC1 promoter act | uPA generation | MLL CXXC-DNA inh | ELG1 genotox | RORgamma inh | Rab9 prom act
> CC(C)(C)C(=O)Nc1cc2c3c(c1)CCC(=O)N3CCC2
    -2.5% | 0.3% | 1.3% | 8.0% | -5.2% | -0.4% | 12.3% | 2.2% | 4.5% | -8.6% | -1.8%
> Cc1ccsc1CN(C)C(=O)c1cc(S(=O)(=O)N2CCOCC2)ccc1N1CCCC1
    3.9% | 2.0% | · | -7.0% | · | -4.1% | -0.7% | · | -1.2% | · | 3.7%
